# Gli-Sufu block – blocks Gli-Sufu signaling in a luciferase reporter. Sufu-KO-LIGHT fibroblasts, Gli luciferase reporter luminescence. inhibition, % at 5 µM. 340,000 tested, 0.74% active;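 active = inhibition above about 55%, limit read from the data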;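 also: 0% = DMSO-treated cells and 100% = wells with medium but no cells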
# Jurkat NFkB inh – inhibitors of the PMA/ionomycin-induced NF-kB reporter in Jurkat cells | inhibition, % at 4 µM | PMA/ionomycin-induced NF-kB luciferase reporter, luminescence | 330,000 tested, 0.53% active
# SENP8 block – blocks the human protease SENP8. purified SENP8, Z-RLRGG-aminoluciferin cleavage, luminescence. AID 2540. 330,000 tested, 1.2% active. inhibition, % at 10 µM. Q96LD8
# Target sequence (Q96LD8 whole entry, looked up): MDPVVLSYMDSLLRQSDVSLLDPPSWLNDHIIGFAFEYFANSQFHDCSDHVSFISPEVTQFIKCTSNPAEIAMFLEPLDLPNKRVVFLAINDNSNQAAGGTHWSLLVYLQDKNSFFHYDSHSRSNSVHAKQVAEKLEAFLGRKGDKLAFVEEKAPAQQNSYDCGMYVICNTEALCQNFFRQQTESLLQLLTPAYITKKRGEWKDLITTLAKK
# CCR6 antag – CCR6 (human) receptor antagonism; CHO-K1 CCR6 PathHunter beta-arrestin, luminescence, CCL20-stimulated; inhibition, % at 20 µM; 340,000 tested, 0.49% active;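 active = compounds whose inhibition of the agonist-driven luminescence signal at 20 µM reaches about 50%, limit read from the data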;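 also: cells stimulated with CCL20 at 14 nM final; plate controls were DMSO with CCL20 for no effect and DMSO without agonist for full effect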
# Target sequence (P51684 whole entry, looked up): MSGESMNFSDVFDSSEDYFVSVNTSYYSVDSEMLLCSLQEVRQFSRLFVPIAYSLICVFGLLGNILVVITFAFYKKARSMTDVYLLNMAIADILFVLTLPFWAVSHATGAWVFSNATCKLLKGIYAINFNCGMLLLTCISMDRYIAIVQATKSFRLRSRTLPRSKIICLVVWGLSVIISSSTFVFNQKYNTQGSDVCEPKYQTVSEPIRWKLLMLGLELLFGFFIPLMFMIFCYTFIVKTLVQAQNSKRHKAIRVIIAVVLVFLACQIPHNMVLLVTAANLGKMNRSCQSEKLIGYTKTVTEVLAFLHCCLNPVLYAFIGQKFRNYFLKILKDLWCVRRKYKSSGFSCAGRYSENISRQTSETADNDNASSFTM
# EBI2 block – EBI2 (human) antagonism; inhibition, % at 5 µM; EBI2 beta-arrestin recruitment, luminescence, 7a,25-OHC stimulated; 360,000 tested, 0.81% active; P32249; in the data active = inhibition above about 38%;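 also: enzyme fragment complementation signal reports receptor beta-arrestin coupling in cells; 0% = agonist plus DMSO wells and 100% = wells without agonist; some results beyond the cut were filed as inactive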
# Target sequence (P32249 whole entry, looked up, the tested form may be a part): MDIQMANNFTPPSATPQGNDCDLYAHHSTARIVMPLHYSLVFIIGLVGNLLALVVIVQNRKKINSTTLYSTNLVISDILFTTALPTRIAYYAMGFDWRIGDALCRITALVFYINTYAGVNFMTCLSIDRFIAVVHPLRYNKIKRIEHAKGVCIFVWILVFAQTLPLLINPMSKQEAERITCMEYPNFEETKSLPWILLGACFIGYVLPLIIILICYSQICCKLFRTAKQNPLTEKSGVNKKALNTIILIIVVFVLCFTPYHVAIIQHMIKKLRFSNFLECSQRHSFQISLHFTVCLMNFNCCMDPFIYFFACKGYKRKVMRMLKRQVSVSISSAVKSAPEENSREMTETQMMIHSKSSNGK
# Apaf1 inhib – inhibitors of human Apaf-1 apoptosome | reconstituted apoptosome caspase-3 activity, DEVD-Rh110 fluorescence | 330,000 tested, 0.71% active | AID 489030 | inhibition, % at 20 µM | O14727; active = inhibition of at least 40% at 20 µM;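 also: plate controls were DMSO wells for no effect and DEVD-CHO caspase inhibitor wells for full effect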
#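 Material: reconstituted apoptosome with Apaf-1, cytochrome c, caspase-9, procaspase-3, dATP / Buffer or medium: pH 7.5 Hepes buffer with CHAPS, BSA, DTT / Also added: cytochrome c with DEVD-Rh110 / Schedule: compound with Apaf-1, dATP, procaspase-3 30 min, then 50 min reaction, room temperature / Technique: rhodamine 110 fluorescence at Ex 480/Em 540 nm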
# 697 NFkB inh – lowers PMA/ionomycin-induced NF-kB signal in 697 B cells; inhibition, % at 4 µM; 697 B-cell NF-kB luciferase reporter, 16 h; 330,000 tested, 0.33% active; in the data active = inhibition above about 35%
# UBC13 inh – human UBC13 polyubiquitination inhibition. P61088. UBC13 polyubiquitin chain formation, TR-FRET. inhibition, % at 20 µM. 330,000 tested, 0.47% active; in the data active = inhibition above about 45%, passing the limit was not always enough
# Target sequence (P61088 whole entry, looked up): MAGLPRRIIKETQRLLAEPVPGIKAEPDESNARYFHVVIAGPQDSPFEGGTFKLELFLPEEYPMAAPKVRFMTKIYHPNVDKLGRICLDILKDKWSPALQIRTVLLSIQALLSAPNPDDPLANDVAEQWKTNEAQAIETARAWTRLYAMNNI
# * = called active by the depositor; . = not tested or not shown. Rule as the data show it, unless noted: active = inhibition above about 50%; inactive = the rest. A portion of the library. The share of hits here may be higher or lower than overall.
SMILES,Gli-Sufu block,Jurkat NFkB inh,SENP8 block,CCR6 antag,EBI2 block,Apaf1 inhib,697 NFkB inh,UBC13 inh
COc1ccc(S(=O)(=O)N2CCCCCC2)cc1C(=O)OCC(=O)NC(C)(C)C,10,-5,-8,17,-2,3,-15,-9
COC(=O)c1ccccc1NC(=O)CSc1n[nH]c(-c2cccnc2)n1,-7,-1,-2,10,2,-13,10,-1
CCOC(=O)c1c(C)nc(C)c(C(=O)OCC)c1-c1cccnc1,-13,-11,1,-3,0,3,3,17
CCOc1cc(OCC)cc(C(=O)O)c1,1,-3,7,-3,-8,-2,12,10
O=C(c1cc(-c2ccc(Cl)cc2)n(-c2ccc(Cl)c(Cl)c2)n1)N1CCOCC1,0,-6,-6,14,20,21,-8,4
CC1CCCC(C)N1C(=O)COC(=O)CNC(=O)c1ccccc1F (centres undefined),-5,-8,-11,0,-1,6,27,-12
Cc1sc2nc[nH]c(=O)c2c1-c1ccc(F)cc1,1,6,-7,22,-3,12,-11,-3
CC(/C=C1\SC(=S)N(NC(=O)c2ccc(C)cc2)C1=O)=C\c1ccccc1,-8,-2,-2,21,1,5,-4,-8
Nc1ccccc1SCc1cc([N+](=O)[O-])cc2c1OCOC2,-6,-15,2,6,21,7,-8,2
Nc1nnc(SCC(=O)NC2CCCCCC2)s1,0,-4,3,11,-22,3,0,4
O=C(N/N=C/c1cc(Br)ccc1O)c1ccccc1Cl,21,20,-13,6,29,-4,-34,-17
COc1ccc(C2CC(=O)c3cc(OC)c(OC)cc32)cc1OC (centres undefined),1,-2,-13,3,0,3,-20,-6

# Individual results from the entries so far:
# Reading of `Nc1nnc(SCC(=O)NC2CCCCCC2)s1` in UBC13 inh: 4
# Reading of `CCOC(=O)c1c(C)nc(C)c(C(=O)OCC)c1-c1cccnc1` in Jurkat NFkB inh: -11

# (cont.)
SMILES,Gli-Sufu block,Jurkat NFkB inh,SENP8 block,CCR6 antag,EBI2 block,Apaf1 inhib,697 NFkB inh,UBC13 inh
Cc1[nH]n(-c2ccccc2)c(=O)c1C=NCC1CCCO1 (centres undefined),-10,3,7,-2,-1,0,13,-5
O=C(COC(=O)/C=C/c1ccc([N+](=O)[O-])cc1)NC(=O)NC1CCCCC1,-2,23,1,-15,4,9,7,6
CC(CCc1ccc(O)cc1)NCCC(c1ccccc1)c1ccccc1 (centres undefined),18,-4,-17,-5,-8,10,-13,20
COc1ccc(C(C)(C)C)cc1S(=O)(=O)n1ccnc1C,1,-2,0,14,-3,19,2,1
CC(C)C(=O)Nc1cccc(C(=O)NCCc2ccc(S(N)(=O)=O)cc2)c1,-4,0,-7,-4,-2,-13,4,-5
Cc1ccc(C)c(N2CCN(C(=O)CCc3nc(-c4cccc(Br)c4)no3)CC2)c1,-5,.,.,16,-9,11,24,.
CC1CCN(CCNC(=O)CCS(=O)(=O)c2ccc(Br)cc2)CC1,-10,-5,-4,-7,-4,1,-17,-2
Cc1cc(NC(=O)COC(=O)C(C)Oc2ccc(Cl)cc2Cl)no1 (centres undefined),-1,10,4,15,-1,1,10,7
Cc1cc(C(=O)CSc2nc(N)cc(N)n2)c(C)n1-c1cccc(F)c1,-6,2,-13,0,-33,8,-18,-17
O=C([C@H](O)c1ccccc1)N1CCC[C@H]1CO,1,5,-4,-7,-22,2,-9,1
Cc1ccc(NC2CCCN(C(=O)CCN3CCOCC3)C2)cc1C (centres undefined),-2,11,2,-16,-9,3,7,-1
CCOc1ccc(NC(=O)Cn2nnc(C(=O)NCc3cccs3)c2N)cc1,28,3,1,3,-6,-4,0,-4

# Sorted by the number under Jurkat NFkB inh (smallest number first): three from the list above
molecule	Jurkat NFkB inh	CCR6 antag	EBI2 block	697 NFkB inh	UBC13 inh
CC(CCc1ccc(O)cc1)NCCC(c1ccccc1)c1ccccc1 (centres undefined)	-4	-5	-8	-13	20
CCOc1ccc(NC(=O)Cn2nnc(C(=O)NCc3cccs3)c2N)cc1	3	3	-6	0	-4
Cc1ccc(NC2CCCN(C(=O)CCN3CCOCC3)C2)cc1C (centres undefined)	11	-16	-9	7	-1

# (listing goes on)
SMILES,Gli-Sufu block,Jurkat NFkB inh,SENP8 block,CCR6 antag,EBI2 block,Apaf1 inhib,697 NFkB inh,UBC13 inh
COc1ccc(Cl)cc1NC(=O)CCc1nc(-c2ccccc2F)no1,1,-3,4,8,-10,-5,17,15
CC1CCN(c2cc(N(C)CCO)c([N+](=O)[O-])c3nonc23)CC1,14,14,4,0,0,3,8,-63
COc1ccc(-n2cc(-c3ccc(C)cc3)[n+]3c2SCC3)cc1,.,60*,0,13,3,4,23,9
Cc1cccc(-n2c(-c3csc(C(C)C)c3)n[nH]c2=S)c1,-13,-2,-6,8,-6,-1,-2,13
C=CCn1c(SCc2cc(=O)n3cc(C)ccc3n2)nnc1-c1ccc(F)cc1,4,-13,-3,16,2,6,-38,-8
O=C(NCC1CC1)C1(C(F)(F)F)C/C(=C\Cc2ccccc2)CCCO1 (centres undefined),-5,13,5,21,3,-3,5,15
O=C(NCCCn1ccnc1)/C(=C\c1ccc(Br)cc1)NC(=O)c1ccccc1,-1,2,-3,-4,-7,-3,3,4
Cn1cnc2ccc([N+](=O)[O-])cc2c1=O,-9,-5,-1,-4,7,-6,10,-4
Cc1cccc(N2CC(C(=O)Nc3ccc(S(=O)(=O)Nc4nccs4)cc3)CC2=O)c1C (centres undefined),-20,4,-4,8,7,-1,10,-3
COc1ccc(S(=O)(=O)N(C)CC(=O)Nc2ccc(F)cc2)cc1,3,4,10,5,-3,-8,20,1
Cc1ccc(S(=O)(=O)N/N=C\c2ccc3c(c2)OCO3)cc1C,2,-2,8,4,-7,12,6,-10
CCNC(=S)NNC(=O)CCc1nc2cc(Cl)ccc2n(Cc2ccccc2)c1=O,-9,2,-7,10,2,2,-5,-1
O=C(CSc1ccccn1)Nc1ccccc1F,-19,-8,-20,1,-2,8,19,-6
COCCCNC(=O)CNC(=O)c1cn(-c2ccccc2OC)c(=O)c2ccccc12,-14,-1,6,3,-7,-4,11,10
O=C1N/C(=N\c2ccccn2)SC1Cc1ccc(Cl)cc1 (centres undefined),0,-9,-9,14,2,5,-13,-5
O=C(N/N=C/c1c[nH]c2ccccc12)c1cccc(O)c1,3,-30,-2,6,-1,2,12,4
CSc1sc(C(=O)NC(=O)NCc2ccncc2)c(C)c1-c1ccon1,-1,-7,-1,3,-3,-18,1,2
CCS(=O)(=O)N1Cc2ccccc2CC1C(=O)N(C)Cc1ccc(OC)c(F)c1 (centres undefined),-15,-12,6,3,17,9,-9,5
CCC1Sc2ccccc2N(CC(=O)NCc2ccccc2OC)C1=O (centres undefined),-4,-17,-5,8,6,7,-16,4
CC1CC(C)(C)CC2(C1)NC(=O)N(CC(=O)N(C)Cc1nc3ccccc3c(=O)[nH]1)C2=O (centres undefined),31,-18,-1,-14,-5,6,-17,-3
c1ccc(-c2noc(CCC3CCCC3)n2)cc1,-59,-58,-12,1,-5,-13,-38,10
CCOC(=O)c1ccc(S(=O)(=O)Nc2cc(C(C)(C)C)no2)cc1,8,7,-7,-15,1,2,-6,-6
CCCNC(=O)c1ccc(N2CCC3(CC2)CC(c2ccccc2)=NO3)c(NC(=O)c2ccccc2)c1,18,18,1,6,11,8,22,-9
Cc1ccc(-c2nnc3sc(C4COc5ccccc5O4)nn23)cc1 (centres undefined),4,9,-1,1,-1,10,-10,-3
COc1cccc(/C=N/Nc2ccccc2C(=O)O)c1O,-70,-55,88*,-3,-12,-2,-169,-7
Cn1cc(C(=O)c2cccc(Cl)c2Cl)cc1C(=O)O,-7,4,-1,1,2,-2,22,4
Cc1ccc(-c2nc3cc(NC(=O)C(C)C)ccc3o2)cc1,1,-222,35,4,5,-5,-422,19
O=C(Nc1cccc(C(=O)N2CCCC2)c1)c1ccccc1,3,-18,-3,15,-1,1,-15,-16
Nc1nnc(SCC(=O)OCc2ccc(Cl)c(Cl)c2)s1,-10,-3,-11,-2,-3,17,23,5
COc1ccc(CCNC2CC(=O)N(C3CCCCC3)C2=O)cc1OC (centres undefined),-9,6,-1,-13,-5,-26,5,2
CCOC(=O)CSc1nnc(CNC(=O)c2ccc(S(=O)(=O)N3CCCCC3)cc2)n1C,2,-4,-7,-4,-5,-1,-1,6
C#CCOCCOCCOCCNc1nc(N2CCN(C(=O)[C@H](CC(N)=O)n3cc(C(N)[C@@H](C)CC)nn3)CC2)nc(N2CCN(C(=O)[C@H](CCCCN)n3cc([C@@H](N)CC(N)=O)nn3)CC2)n1 (some centres undefined),-6,-57,-6,-3,-2,6,0,15
CCn1cnc2cc(NCc3ccccc3Cl)ccc21,-43,-29,1,6,10,0,-49,8
COc1ccc(N2CCN(C(=O)CCCN3C(=O)c4cccc5cccc(c45)C3=O)CC2)cc1,14,7,-3,5,7,29,-30,-14
C=CCN1C(=O)/C(=c2\sc3nc(=O)c(Cc4ccc(OC)c(OC)c4)nn3c2=O)c2ccccc21,9,2,-13,-1,10,10,9,-32
COc1ccc(CNCc2ccc([N+](=O)[O-])cc2)cc1OC,7,11,12,8,9,3,14,4

# A draw from above in order of count of non-hydrogen atoms, ascending.
SMILES,Gli-Sufu block,Jurkat NFkB inh,SENP8 block,CCR6 antag,EBI2 block,Apaf1 inhib,697 NFkB inh,UBC13 inh
Nc1nnc(SCC(=O)OCc2ccc(Cl)c(Cl)c2)s1,-10,-3,-11,-2,-3,17,23,5
Cc1ccc(-c2nc3cc(NC(=O)C(C)C)ccc3o2)cc1,1,-222,35,4,5,-5,-422,19
COc1ccc(CCNC2CC(=O)N(C3CCCCC3)C2=O)cc1OC (centres undefined),-9,6,-1,-13,-5,-26,5,2
COc1ccc(N2CCN(C(=O)CCCN3C(=O)c4cccc5cccc(c45)C3=O)CC2)cc1,14,7,-3,5,7,29,-30,-14

# Next records
SMILES,Gli-Sufu block,Jurkat NFkB inh,SENP8 block,CCR6 antag,EBI2 block,Apaf1 inhib,697 NFkB inh,UBC13 inh
O=C(/C=C/c1ccccc1)NC(=S)N1CCSCC1,1,0,9,-3,-1,-5,14,6
CNC(=S)N(Cc1ccc(OC)cc1)C1CC(=O)N(c2ccc(C(=O)OC)cc2)C1=O (centres undefined),.,-3,5,.,.,4,13,2
O=C(CN1CCc2ccccc2C1)Nc1ccc(OC(F)(F)F)cc1,8,-4,-1,0,6,19,2,4
O=C(OC(c1ccccc1)c1nccc2ccccc12)c1cc([N+](=O)[O-])cc([N+](=O)[O-])c1 (centres undefined),-6,12,-7,7,27,18,3,-8
O=C(Cc1ccccc1F)Nc1ccc(S(=O)(=O)N2CCCC2)cc1,-11,-16,-13,10,-7,6,1,-12
O=C(CCNc1cc(Cl)cc(Cl)c1)c1ccco1,10,-12,-9,-1,-8,-6,-1,9
COc1ccc(C(=O)Nc2nc(-c3cccs3)c(NC(C)=O)s2)cc1,7,-17,-1,-6,-2,-4,25,9
CCOC(=O)C1(Cc2ccccc2C)CCCN(C(=O)c2ccc(OC)o2)C1 (centres undefined),2,1,-14,1,2,10,-8,-1
CCOC(=O)C1(Cc2ccc(OC)cc2)CCN(C(=O)c2cccc3nccnc23)CC1,-8,-7,2,4,-6,-2,11,7
COC(=O)CN1C(=O)N(c2ccccc2)C(N(O)C(=O)Nc2ccccc2)C1(C)C (centres undefined),0,-4,-7,-11,-4,4,3,-2
CCOC(=O)c1ccccc1NC(=O)c1cn(-c2ccc(OC)cc2)c(=O)c2ccccc12,11,7,-2,21,-4,13,11,10
COc1ccccc1NC(=O)CSc1nncn1N,-1,9,6,3,-1,-1,15,-2
Cc1c(C(=O)O)sc(S(=O)(=O)N2CCN(C(=O)Cc3ccc(F)cc3)CC2)c1C(=O)O,12,-9,-3,9,5,-3,13,-3
NN/C(=C\[N+](=O)[O-])Nc1ccccc1,-2,-16,1,8,0,-9,-16,3
COC(=O)C(=Cc1ccc(-c2ccsc2C(=O)OC)o1)C(=O)OC,0,7,3,21,21,2,4,13
CCN(CC(=O)NCc1ccc(F)cc1)C(=O)COc1ccc(C)c(C)c1,-5,24,-6,0,31,-18,-85,-9
COc1nnc(-c2ccc(C)c(S(=O)(=O)NC(C)(C)CO)c2)c2ccccc12,-5,2,16,13,-3,-2,-14,0
COc1cc2sc(C)nc2c2sccc12,5,1,1,4,-3,-10,-7,7
O=C(NCc1ccccc1Br)C1CCCO1 (centres undefined),-2,0,-5,-4,2,0,3,4
Cc1ccc(C(=O)OCC(=O)Nc2ccccc2)cc1NC(=O)c1ccco1,-5,-6,-3,10,3,-6,7,9
